NR2E3 ag-1 = activates human NR2E3 receptor; CHO-S Gal4-NCOR/VP16-NR2E3 two-hybrid, luciferase; inhibition of corepressor binding, % at 3.98 µM; 360,000 compounds, 0.35% hits; AID 602229;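 active means inhibition above the mean of all tested compounds plus 3 SD, cut at about 70% in these data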;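 further: 0% = DMSO with NR2E3 transfected cells and 100% = cells lacking NR2E3 construct; higher means lower luciferase signal from less NR2E3 corepressor binding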
Target sequence (Q9Y5X4 whole entry, looked up, the tested form may be a part): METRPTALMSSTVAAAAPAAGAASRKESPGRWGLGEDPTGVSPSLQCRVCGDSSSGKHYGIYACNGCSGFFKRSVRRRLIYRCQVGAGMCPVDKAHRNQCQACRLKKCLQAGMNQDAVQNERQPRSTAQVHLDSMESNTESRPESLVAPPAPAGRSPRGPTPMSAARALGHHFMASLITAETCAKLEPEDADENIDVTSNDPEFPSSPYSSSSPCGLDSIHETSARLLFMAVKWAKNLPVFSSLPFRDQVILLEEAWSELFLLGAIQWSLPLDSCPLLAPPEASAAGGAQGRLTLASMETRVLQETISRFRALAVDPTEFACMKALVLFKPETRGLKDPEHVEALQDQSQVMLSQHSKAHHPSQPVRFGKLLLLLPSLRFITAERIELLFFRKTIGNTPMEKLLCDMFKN
MITF TRPM1 inh = reduces MITF-dependent TRPM1 promoter luciferase signal. inhibition, % at 12.5 µM. 330,000 compounds, 0.83% hits. SK-MEL-5 TRPM1 promoter luciferase, 24 h;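 active means mean inhibition across replicates of 60% or more, whatever share of single replicates reaches that level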; further: values of inactives mirror those of a sister screen read the other way
PDI turbidity = blocks human protein disulfide isomerase activity. P07237. PDI insulin aggregation turbidity, A650, 90 min. inhibition, % at 10 µM. 350,000 compounds, 0.052% hits. AID 588391;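 active means mean inhibition across replicates of 30% or more, whatever share of single replicates reach that level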;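 further: absorbance from insulin aggregation driven by PDI reduction with DTT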
Target sequence (P07237 whole entry, looked up): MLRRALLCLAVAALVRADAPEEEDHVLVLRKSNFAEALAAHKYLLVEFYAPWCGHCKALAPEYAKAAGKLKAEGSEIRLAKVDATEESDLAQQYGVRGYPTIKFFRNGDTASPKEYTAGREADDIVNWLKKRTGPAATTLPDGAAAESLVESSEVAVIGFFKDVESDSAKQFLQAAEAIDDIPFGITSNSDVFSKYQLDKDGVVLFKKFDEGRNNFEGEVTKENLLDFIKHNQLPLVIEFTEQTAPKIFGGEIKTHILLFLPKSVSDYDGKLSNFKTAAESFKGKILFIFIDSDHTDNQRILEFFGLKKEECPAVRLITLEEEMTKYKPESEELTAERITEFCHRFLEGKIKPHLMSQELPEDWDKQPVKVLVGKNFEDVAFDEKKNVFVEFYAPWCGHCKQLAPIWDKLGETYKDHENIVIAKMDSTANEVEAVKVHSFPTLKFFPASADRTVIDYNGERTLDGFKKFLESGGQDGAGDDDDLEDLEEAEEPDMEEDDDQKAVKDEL
Shn3 3UTR inh = Schnurri-3 reporter inhibition in Clone20 osteoblasts. Clone20 osteoblast Shn3 3'UTR firefly luciferase, 24 h. inhibition, % at 12.5 µM. 360,000 compounds, 0.52% hits. AID 588674;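 active means mean inhibition of at least 75% with every replicate also reaching 75%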;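 further: 0% = median of neutral control wells and 100% = pilot-screen positive control compound; some compounds past the cut are filed as inactive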
iPSC survival up = increases survival of single human iPS cells; survival enhancement, % at 20 µM; 360,000 compounds, 0.044% hits; hiPSC single-cell survival, ATPlite luminescence; 100% = ROCK inhibitor wells, 0% = DMSO; in the data active means survival enhancement above about 18%;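 further: cells exposed to compounds for 16 hours before the ATP read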
H9c2 protect = protects H9c2 cardiomyocytes from peroxide injury | H2O2 injury protection, ATPLite, 2 h | protection from H2O2 cell death, % at 20 µM | 360,000 compounds, 0.63% hits | AID 588492;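 active means compounds giving at least 50% protection of heart cells from peroxide-induced death in the single-dose screen, raw or plate-pattern-corrected value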;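 further: 0% = DMSO wells with peroxide and 100% = DMSO wells without peroxide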
NR2E3 ag-2 = NR2E3 (human) agonism. 320,000 compounds, 0.12% hits. AID 2300. inhibition of corepressor binding, % at 4.78 µM. Q9Y5X4. GST-NR2E3/biotin-RetCOR TR-FRET, 1536-well;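 active means percent inhibition above the cutoff of mean plus 3 SD of all tested compounds, set per screening campaign, cut at about 20% in these data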;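 further: 0% = DMSO wells and 100% = biotin wells as full block of FRET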
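Format: 1536-well format; test system: GST-NR2E3 and biotin-RetCOR proteins; read-out basis: percent inhibition of TR-FRET ratio; timing: 5 h incubation at 4 °C; detection: time-resolved FRET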
Peg3 promoter = Peg3 promoter activity inhibition | HeLa PEG-Prom luciferase reporter, luminescence, overnight | inhibition, % at 20 µM | 360,000 compounds, 1.7% hits | AID 588405;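 active means inhibition of at least 50% at 20 µM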
HIF-2a inh = inhibitors of HIF-2a; AID 624352; 786-0 RCC cells HIF-2a reporter, luciferase luminescence, overnight; inhibition, % at 18.8 µM; 360,000 compounds, 0.72% hits;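 active means inhibition of the luminescence signal of 40% or more relative to plate controls, in a single-dose primary screen at 18.75 µM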
CaV13 FRET inh = Primary screen for inhibitors of IQ motif and Ca2+-dependent inactivation inhibitor domain binding in CACNA1D, Förster resonance energy transfer in living cells, …; HEK cells, CFP/YFP FRET ICDI-IQ, plate reader, 10 min; percent FRET-ratio fall versus neutral wells; inhibition, % at 12.3 µM; 340,000 compounds, 0.098% hits; AID 743397;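 active means mean replicate inhibition of at least 30% and at least 1% of replicates passing that level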;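 further: 0% = median of the neutral control wells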
HTR2A ag = mouse HTR2A agonism via beta-arrestin recruitment; P35363; CHO-K1 mHTR2A beta-arrestin complementation, luminescence; percent of 30 µM serotonin response; activation, % at 7.6 µM; 360,000 compounds, 0.66% hits; AID 624169;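 active means activation above a run cutoff, the mean activation of all tested compounds plus 3 SD, cut at about 14% in these data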;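 further: 0% = plate median of compound wells and 100% = 30 µM serotonin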
Starred values were filed as active, the others as inactive.

Screening O=C(CCN1C(=O)/C(=C/c2ccccc2)SC1=S)Nc1cccnc1 returned NR2E3 ag-1 -13.6, MITF TRPM1 inh -11.4, PDI turbidity -3.6, Shn3 3UTR inh 14.6, iPSC survival up -0.7, H9c2 protect -5.8, NR2E3 ag-2 3.0, Peg3 promoter -8.8, HIF-2a inh 9.7, CaV13 FRET inh -4.7 and HTR2A ag -2.0.
For O=S(=O)(Nc1ccccc1Cl)c1ccc(-c2ccccn2)s1 the results were NR2E3 ag-1 -10.4, MITF TRPM1 inh 7.7, PDI turbidity -1.1, Shn3 3UTR inh 3.2, iPSC survival up 0.2, H9c2 protect 1.9, NR2E3 ag-2 5.0, Peg3 promoter 12.7, HIF-2a inh 30.1, CaV13 FRET inh -4.5 and HTR2A ag 5.0.
OC(CN1CCCC1)Cn1ccc2ccccc21 (configuration not stated) was read as NR2E3 ag-1 2.8, MITF TRPM1 inh -3.4, PDI turbidity -3.3, Shn3 3UTR inh -22.6, iPSC survival up -0.8, H9c2 protect 5.3, NR2E3 ag-2 -1.2, Peg3 promoter 4.6, HIF-2a inh 7.6, CaV13 FRET inh -19.8 and HTR2A ag -4.5.
Screening CCOC(=O)c1nnn(-c2nonc2N)c1CS(=O)(=O)c1ccccc1 returned NR2E3 ag-1 3.9, MITF TRPM1 inh 1.5, PDI turbidity -4.9, Shn3 3UTR inh -5.3, iPSC survival up -0.9, H9c2 protect -14.9, NR2E3 ag-2 0.7, Peg3 promoter 12.7, HIF-2a inh 2.0 and HTR2A ag 1.7.
For COc1ccc2nc(NC(=O)CSc3nnnn3C)sc2c1 the results were NR2E3 ag-1 -58.5, PDI turbidity 2.4, Shn3 3UTR inh -14.6, iPSC survival up -0.4, H9c2 protect 18.2, NR2E3 ag-2 -2.8, Peg3 promoter -264.9, HIF-2a inh -219.9, CaV13 FRET inh 1.0 and HTR2A ag -1.1.
`CCC(C)(C)NC(=O)C(c1ccc(OC)cc1)N(C(=O)CCC(=O)Nc1cc(C)on1)c1cc(OC)ccc1OC` (configuration not stated) gave NR2E3 ag-1 7.2, MITF TRPM1 inh 2.4, PDI turbidity 10.2, Shn3 3UTR inh 6.3, iPSC survival up 0.1, H9c2 protect -0.8, NR2E3 ag-2 0.5, Peg3 promoter 7.0, HIF-2a inh 8.2, CaV13 FRET inh -2.5 and HTR2A ag 5.6.
`CC(C)(C)C1CCC(C(=O)Nc2ccc(N3CCOCC3)cc2N2CCOCC2)CC1` (configuration not stated) gave NR2E3 ag-1 -27.4, MITF TRPM1 inh -7.3, PDI turbidity -3.6, Shn3 3UTR inh 6.9, iPSC survival up 0.2, H9c2 protect 11.3, NR2E3 ag-2 -0.9, Peg3 promoter 11.7, HIF-2a inh 10.6, CaV13 FRET inh -0.9 and HTR2A ag 7.7.
`CCCN1C(=O)N(C)C(N(O)C(=O)NC)C1(C)C` (configuration not stated) gave NR2E3 ag-1 -1.1, MITF TRPM1 inh -3.0, PDI turbidity -12.1, Shn3 3UTR inh -0.5, iPSC survival up -0.6, H9c2 protect -4.3, NR2E3 ag-2 3.4, Peg3 promoter 13.8, HIF-2a inh 11.9 and HTR2A ag 6.7.
`Cc1cccc(NC(=O)CN2C(=O)N/C(=C\c3ccc(N4CCOCC4)cc3)C2=O)c1` gave NR2E3 ag-1 -65.3, MITF TRPM1 inh -9.8, PDI turbidity 3.0, Shn3 3UTR inh -24.9, iPSC survival up -2.2, H9c2 protect -1.5, NR2E3 ag-2 2.1, Peg3 promoter -124.2, HIF-2a inh -145.6, CaV13 FRET inh -6.3 and HTR2A ag 4.5.
For CC(C)CNC1CCS(=O)(=O)C1 (configuration not stated) the results were NR2E3 ag-1 -5.5, MITF TRPM1 inh 4.8, PDI turbidity 0.0, Shn3 3UTR inh 20.4, iPSC survival up -0.7, H9c2 protect -1.8, NR2E3 ag-2 2.3, Peg3 promoter 4.0, HIF-2a inh 13.3, CaV13 FRET inh -4.2 and HTR2A ag 7.1.

Next part; the last 2 above are carried over.
`Cc1cccc(NC(=O)CN2C(=O)N/C(=C\c3ccc(N4CCOCC4)cc3)C2=O)c1` gave NR2E3 ag-1 -65.3, MITF TRPM1 inh -9.8, PDI turbidity 3.0, Shn3 3UTR inh -24.9, iPSC survival up -2.2, H9c2 protect -1.5, NR2E3 ag-2 2.1, Peg3 promoter -124.2, HIF-2a inh -145.6, CaV13 FRET inh -6.3 and HTR2A ag 4.5.
For CC(C)CNC1CCS(=O)(=O)C1 (configuration not stated) the results were NR2E3 ag-1 -5.5, MITF TRPM1 inh 4.8, PDI turbidity 0.0, Shn3 3UTR inh 20.4, iPSC survival up -0.7, H9c2 protect -1.8, NR2E3 ag-2 2.3, Peg3 promoter 4.0, HIF-2a inh 13.3, CaV13 FRET inh -4.2 and HTR2A ag 7.1.
Cc1ccc(-n2ncc3c2CCCC3NC(=O)CCc2c(C)noc2C)cc1C (configuration not stated) was read as NR2E3 ag-1 13.4, MITF TRPM1 inh 6.0, PDI turbidity -19.8, Shn3 3UTR inh 31.5, iPSC survival up 0.7, H9c2 protect -3.2, NR2E3 ag-2 2.7, Peg3 promoter -6.5, HIF-2a inh 0.7, CaV13 FRET inh -3.3 and HTR2A ag -4.3.
COc1cc(OC)cc(C2=Cc3ccccc3C(CC(C)=O)N2c2ccc(-c3cccs3)cc2)c1 (configuration not stated) was read as NR2E3 ag-1 -28.4, iPSC survival up -0.9, HIF-2a inh -13.5, CaV13 FRET inh -8.2 and HTR2A ag 3.2.
Screening O=C(C1=C[C@H](c2ccc(Br)cc2)C[C@H](OCCCCO)O1)N1CCN(Cc2ccc3c(c2)OCO3)CC1 returned NR2E3 ag-1 14.5, MITF TRPM1 inh -0.7, PDI turbidity -5.2, Shn3 3UTR inh 21.8, iPSC survival up -1.1, H9c2 protect -9.1, NR2E3 ag-2 -1.9, Peg3 promoter 5.4, HIF-2a inh 8.8 and HTR2A ag 1.1.
For O=C(c1ccc(NS(=O)(=O)c2ccc(Cl)c(Cl)c2)cc1)N1CCOCC1 the results were NR2E3 ag-1 6.5, MITF TRPM1 inh 1.5, PDI turbidity -2.9, Shn3 3UTR inh 2.1, iPSC survival up 0.9, H9c2 protect -2.1, Peg3 promoter 10.8, HIF-2a inh 11.9, CaV13 FRET inh -6.8 and HTR2A ag -1.5.
For OCc1nnn(-c2cccc(C(F)(F)F)c2)c1CO the results were NR2E3 ag-1 -60.3, MITF TRPM1 inh -2.5, PDI turbidity 6.8, Shn3 3UTR inh -7.9, iPSC survival up 5.2, H9c2 protect 8.7, NR2E3 ag-2 -1.0, Peg3 promoter 5.7, HIF-2a inh 15.7, CaV13 FRET inh -0.4 and HTR2A ag 0.7.
For COc1ccccc1N(C)S(=O)(=O)c1ccc(Cl)c(C(=O)NCC2(N(C)C)CCCCC2)c1 the results were NR2E3 ag-1 3.7, MITF TRPM1 inh -4.3, PDI turbidity -2.4, Shn3 3UTR inh 3.2, iPSC survival up 0.0, H9c2 protect 0.2, NR2E3 ag-2 -0.9, Peg3 promoter -27.4, HIF-2a inh 6.4, CaV13 FRET inh -5.1 and HTR2A ag -1.8.
`Cc1ccccc1Cc1c(C)nc2nc(SCC(=O)NCCCN3CCCCC3)nn2c1C` gave NR2E3 ag-1 9.0, MITF TRPM1 inh -15.2, PDI turbidity 6.9, Shn3 3UTR inh -71.3, iPSC survival up -0.5, H9c2 protect 9.5, NR2E3 ag-2 -0.6, Peg3 promoter 2.5, HIF-2a inh 16.5 and HTR2A ag -2.6.
`CC(=O)N1CCOc2ccc(S(=O)(=O)Nc3ccc(Cl)cn3)cc21` gave NR2E3 ag-1 -18.9, MITF TRPM1 inh 6.6, PDI turbidity 1.7, Shn3 3UTR inh -4.0, iPSC survival up 0.0, H9c2 protect 6.8, NR2E3 ag-2 2.2, Peg3 promoter 16.8, HIF-2a inh 10.2, CaV13 FRET inh -13.0 and HTR2A ag -1.6.
`C[C@@H]1CN([C@H](C)CO)C(=O)c2cc(NC(=O)Nc3ccc(F)cc3)ccc2O[C@@H](C)CCCCO[C@H]1CN(C)S(=O)(=O)c1ccc(Cl)cc1` gave NR2E3 ag-1 -9.6, Shn3 3UTR inh 16.6, iPSC survival up -0.4, H9c2 protect -5.7, Peg3 promoter 14.3, HIF-2a inh -26.9, CaV13 FRET inh -5.6 and HTR2A ag 2.3.
O=C(NCC(c1ccco1)N1CCCCC1)c1cnc(Cl)c(Cl)c1 (configuration not stated) was read as NR2E3 ag-1 2.8, PDI turbidity 3.3, Shn3 3UTR inh -9.0, iPSC survival up -0.2, H9c2 protect 0.5, Peg3 promoter 2.5, HIF-2a inh 5.4, CaV13 FRET inh -2.3 and HTR2A ag -1.9.
CC(=O)c1c(C)nc(-c2ccc(Cl)cc2)nc1N=CN(C)C was read as NR2E3 ag-1 -144.0, MITF TRPM1 inh -4.9, PDI turbidity -6.3, Shn3 3UTR inh -68.0, iPSC survival up -1.1, H9c2 protect -13.5, NR2E3 ag-2 0.4, Peg3 promoter -255.7, HIF-2a inh -222.9, CaV13 FRET inh -6.1 and HTR2A ag 3.4.
For Cc1ccc(OCCOCCn2cnc3ccccc3c2=O)c([N+](=O)[O-])c1 the results were NR2E3 ag-1 5.8, MITF TRPM1 inh 8.8, PDI turbidity 13.4, Shn3 3UTR inh -25.6, iPSC survival up -1.3, H9c2 protect -6.0, NR2E3 ag-2 0.3, Peg3 promoter -11.6, HIF-2a inh -1.4, CaV13 FRET inh -2.7 and HTR2A ag -3.3.
`CC1(C)CC2(CCCN3C(=O)CSC32)CCS1` (configuration not stated) gave NR2E3 ag-1 -30.1, MITF TRPM1 inh 3.6, PDI turbidity 0.4, Shn3 3UTR inh -1.8, iPSC survival up 0.4, H9c2 protect 11.4, NR2E3 ag-2 4.3, Peg3 promoter 8.9, HIF-2a inh 18.8, CaV13 FRET inh -1.0 and HTR2A ag 2.5.
Screening Cc1cccc(N2C(=O)N(c3ccccc3C)C3CS(=O)(=O)CC32)c1 (configuration not stated) returned NR2E3 ag-1 -3.8, MITF TRPM1 inh -2.3, PDI turbidity -1.7, Shn3 3UTR inh -17.6, iPSC survival up -1.6, H9c2 protect -0.3, NR2E3 ag-2 -0.9, Peg3 promoter 7.3, HIF-2a inh 19.8, CaV13 FRET inh -0.4 and HTR2A ag 1.1.
Screening COc1ccc(S(=O)(=O)N2CCC(C(=O)NCc3cccnc3)CC2)cc1Cl returned NR2E3 ag-1 -15.3, MITF TRPM1 inh -4.9, PDI turbidity 13.8, Shn3 3UTR inh 3.1, iPSC survival up -0.3, H9c2 protect -2.4, NR2E3 ag-2 6.0, Peg3 promoter 1.1, HIF-2a inh 21.8, CaV13 FRET inh -2.2 and HTR2A ag -3.5.
Screening Cc1cc(=O)n(-c2ccc(Cl)cc2)c(=O)[nH]1 returned NR2E3 ag-1 -3.8, MITF TRPM1 inh -19.1, PDI turbidity -0.7, Shn3 3UTR inh 2.4, iPSC survival up -0.7, H9c2 protect 4.9, NR2E3 ag-2 0.0, Peg3 promoter -37.0, HIF-2a inh -27.1, CaV13 FRET inh 0.7 and HTR2A ag -1.5.
